Screens (PubChem BioAssay)
CD40 NFkB inh: CD40 pathway inhibition in BL2 cells. BL2 NF-kB luciferase reporter, CD40L-induced, 4 h. inhibition, % at 10 µM. 83,000 compounds, 0.94% hits;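 active = mean inhibition of at least 50% with a set share of replicates also reaching that level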;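 note: 0% = neutral control wells and 100% = IKK inhibitor VII at 50 µM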
Active calls of the source: *; & = joins results of further samples; [ ] = another dose, or the depositor's remark. Not all compounds are listed. The share of hits here may be higher or lower than overall.

Start of the data: the first 4 compounds as a preview:
SMILES	CD40 NFkB inh
COc1ccccc1CN1CC(C(=O)N(C)CCc2nc3ccc(F)cc3[nH]2)CCC1=O (stereo not given)	1
COc1ccccc1CCC(=O)N1CCN(C(=O)c2ccccc2)CC1	6
Cc1c(NC(=O)CN2C(=O)c3ccc([N+](=O)[O-])cc3C2=O)c(=O)n(-c2ccccc2)n1C	11
CCOC(=O)N(C)C[C@@H]1OCc2ccccc2-c2ccccc2C(=O)N([C@@H](C)CO)C[C@@H]1C	-12

Results (from the top)
SMILES	CD40 NFkB inh
COc1ccccc1CN1CC(C(=O)N(C)CCc2nc3ccc(F)cc3[nH]2)CCC1=O (stereo not given)	1
COc1ccccc1CCC(=O)N1CCN(C(=O)c2ccccc2)CC1	6
Cc1c(NC(=O)CN2C(=O)c3ccc([N+](=O)[O-])cc3C2=O)c(=O)n(-c2ccccc2)n1C	11
CCOC(=O)N(C)C[C@@H]1OCc2ccccc2-c2ccccc2C(=O)N([C@@H](C)CO)C[C@@H]1C	-12
COC(=O)c1ccc(COC(=O)C2CCN(S(=O)(=O)c3ccc(C)c(C)c3)CC2)o1	10
CC(C)OC(=O)c1c(NC(=O)CCC(=O)O)sc2c1CCCCC2	7
CCOC(=O)C1=C(COC(=O)c2ccc(C)s2)NC(=O)NC1C (stereo not given)	-11
CC(C)C(=O)Nc1ccc(N2CCOCC2)c(S(=O)(=O)Nc2ccccc2Cl)c1	0
CC(C)OC(=O)c1cc(=O)[nH]c2ccccc12	2
O=C(C[C@H]1C[C@H]2c3cc(NC(=O)C4CCC4)ccc3O[C@H]2[C@H](CO)O1)NCc1ccccn1	1[25 µM]

Sorted by the number under CD40 NFkB inh (ascending): three of the compounds above
Compound	CD40 NFkB inh
CCOC(=O)C1=C(COC(=O)c2ccc(C)s2)NC(=O)NC1C (stereo not given)	-11
COc1ccccc1CCC(=O)N1CCN(C(=O)c2ccccc2)CC1	6
Cc1c(NC(=O)CN2C(=O)c3ccc([N+](=O)[O-])cc3C2=O)c(=O)n(-c2ccccc2)n1C	11

Further entries:
SMILES	CD40 NFkB inh
CCc1nnc(NC(=O)c2cc3c(s2)CCCCC3)s1	-59
CC(OC(=O)CSc1ccc([N+](=O)[O-])cc1)C(=O)NCc1ccccc1 (stereo not given)	-1
COc1ccc(C(C#N)(CCC#N)CCC#N)cc1OC	6
O=C(COC(=O)c1ccccc1Cl)NCc1ccco1	-3
Cn1c(Cc2ccccc2)nnc1SCc1ccc(C(=O)O)cc1	-6
Cc1ccc(OCC(=O)c2cc(C)n(C3CC3)c2C)c([N+](=O)[O-])n1	3
Cc1nc(Nc2ccncc2)c2oc3ccccc3c2n1	-22
O=C(c1ccc(S(=O)(=O)N2CCOCC2)cc1)N(c1ccccn1)C1CCCCC1	0
Nc1nnc(CCN2C(=O)CSC2=O)s1	9
Cc1ccc(S(=O)(=O)N2C[C@@]3(O)Cn4c(=O)ccc(=O)n4C[C@@]3(OC(=O)NCc3ccccc3F)C2)cc1	-20
COc1ccc(-c2ccc([C@@H]3[C@@H](CO)N4CCCCN(CC5CCOCC5)C[C@H]34)cc2)cc1	-18[25 µM]
O=C1NC(=O)C2(CCCc3ccc([N+](=O)[O-])cc32)N1 (stereo not given)	12
O=C(O)c1ccc(-n2nncc2-c2ccccc2)cc1	4
O=C(NCc1cccs1)c1cccnc1C(=O)O	3
O=C(Nc1c(C(=O)N2CCOCC2)cnn1-c1ccccc1)c1ccco1	7
O=C(c1ccc(S(=O)(=O)Nc2ccccc2)cc1)N1CCCCCCC1	16
Cc1nc2ccc(NC(=O)N3CCCCC3)cc2s1	-36
COC(=O)NCCOC(=O)N(O)c1ccc(Br)cc1	-34
O=S(=O)(c1ccc(F)cc1F)N1CCN(CCO)CC1	2
O=C(COc1ccc2c(c1)OCO2)NC12CC3CC(CC(C3)C1)C2	-50
O=C(OCC(O)CN1CCCCC1)C12CC3CC(CC(C3)C1)C2 (stereo not given)	11
CN1C(=O)C(C(=O)Nc2ccccc2F)c2ccccc21 (stereo not given)	15
CN(C)S(=O)(=O)c1ccc(NC(=O)CSc2n[nH]c(=O)n2C2CC2)cc1	8
O=C(NC[C@H]1N[C@H](CO)[C@H]1c1ccc(-c2ccccc2F)cc1)c1ccccn1	7[25 µM]
CC(C)NCc1cccc([N+](=O)[O-])c1	3
COc1ccc(OCC(=O)Nc2ccc(OC)c(S(=O)(=O)N3CCCCC3)c2)cc1	-21
O=C(CC1Sc2ccccc2NC1=O)NNc1ccc(Cl)c(Cl)c1 (stereo not given)	11
O=C(CCc1ccccc1)Nc1sc2c(c1C(=O)O)CCCC2	17
COc1cc2cc(C(=O)O)[nH]c2c(OC)c1OC	3
CCc1ccccc1NS(=O)(=O)c1ccc2c(c1)NC(=O)CC(=O)N2	11

Shown with the structure last: entries from further up
CD40 NFkB inh	compound
-21	COc1ccc(OCC(=O)Nc2ccc(OC)c(S(=O)(=O)N3CCCCC3)c2)cc1
11	O=C(CC1Sc2ccccc2NC1=O)NNc1ccc(Cl)c(Cl)c1 (stereo not given)
17	O=C(CCc1ccccc1)Nc1sc2c(c1C(=O)O)CCCC2

Continued:
SMILES	CD40 NFkB inh
Nc1cccc(C(=O)c2ccccc2C(=O)O)c1	0
O=C(C[C@H]1CC[C@@H]2NC[C@H](O)COC[C@H]2O1)N1CCc2ccccc2C1	3[25 µM]
CC(C)NC(=O)CN(C)S(=O)(=O)c1ccc(F)cc1	7
CCN1C(=O)c2cccc3c(S(=O)(=O)NCc4ccco4)ccc1c23	-5
COc1ccc(-c2cc(-c3cccnc3)c(C#N)c(N)n2)cc1	4
CCCCCc1nnc(N)s1	-2
OC[C@H]1[C@@H](c2ccc(-c3cccnc3)cc2)[C@@H]2CN(Cc3ccccn3)CCCCN12	-3[25 µM]
O=C(O)c1ccccc1C(=O)N1CCN(S(=O)(=O)c2cccc(C(F)(F)F)c2)CC1	3
Cc1cccc(OCCC(=O)Nc2ccc(N3CCOCC3)cc2N2CCOCC2)c1	0
CCNC(=O)CC1C(=O)N(c2ccc(F)cc2)C(=O)N1CCc1sccc1C (stereo not given)	11
COc1ccc(OCc2nn3c(-c4ccccc4)nnc3s2)cc1	2
O=C(NCc1ccccn1)c1cc(-c2ccccc2)on1	-24
COCCOC(=O)c1c(C)oc2cc(Br)c(OCC(N)=O)cc12	-12
O=C(NNC(=O)c1ccc2ccccc2c1)c1ccc(Cl)c(Cl)c1	0
O=C(Nc1cccnc1)c1ccc(Oc2ccccc2)cc1	-41
O=C(NCCN1CCCC1)c1ccc2c(=O)n(CCc3ccccc3)c(=O)[nH]c2c1	-73
COc1ccc(C2CCCN2C(=O)Nc2ccccc2)cc1OC (stereo not given)	-13
O=C(CN1C(=O)NC2(CCCC2)C1=O)NCCc1ccccc1	-5
COc1ccc(S(=O)(=O)Nc2cc(Cl)ccc2-n2cncn2)cc1	-1
COc1ccc(NC(=O)CN(C)C(=O)c2ccc(N3CCOCC3)c([N+](=O)[O-])c2)cc1	8
OCCNCCCCOc1cccc(Br)c1	4
O=C(CCCc1ccccc1)NC12CC3CC(CC(C3)C1)C2	-64
COCC(=O)NC[C@@H]1[C@H](c2ccc(C3=CCCC3)cc2)[C@@H](CO)N1C(=O)C1CC1	2[25 µM]
CSCCC(NC(=O)COc1ccccc1)C(=O)OCC(=O)c1ccccc1 (stereo not given)	8
O=C(N/N=C/c1ccco1)C1CC1(c1ccccc1)c1ccccc1 (stereo not given)	14
CC(CN1CCCCC1)NC(=O)c1cc(-c2ccccn2)nc2ccc(Cl)cc12 (stereo not given)	-1
CCOc1ccc(N2CC(NS(=O)(=O)c3cccnc3)CC2=O)cc1 (stereo not given)	-2
CC(=O)NC(C)C(=O)OCc1ccc(Cl)cc1Cl (stereo not given)	4
COc1ccc(OCCOC(=O)CNC(=O)c2ccc(C)cc2)cc1	8
O=[N+]([O-])c1cc(C(F)(F)F)ccc1NCCc1ccncc1	2
C[C@H](CO)N1C[C@H](C)[C@@H](CN(C)S(C)(=O)=O)Oc2c(NC(=O)C3CCCCC3)cccc2C1=O	2[25 µM]
Cn1c(=O)c2[nH]c(CN3CCCCC3)nc2n(C)c1=O	-4
C/C=C/c1ccc([C@H]2[C@@H](CO)N(S(C)(=O)=O)[C@H]2CN(CCC)C(C)=O)cc1	9[25 µM]
CCOc1ccc(NC(=O)CN(C)C(=O)CCCn2c(=O)oc3ccccc32)cc1OCC	0
Brc1cc(/C=N/n2cnnc2)oc1Br	7
CSCCC(NC(=O)c1ccccc1Br)C(=O)NNC(=O)c1ccncc1 (stereo not given)	-5
COc1ccccc1S(=O)(=O)N1C[C@@H]2N[C@H](C1)C2c1ccc(-c2ccccc2)cc1 (stereo not given in full)	-20&-12
CCCCn1c(N)c(N(CCOC)C(=O)c2cccc(S(=O)(=O)N(C)c3ccc(C)cc3)c2)c(=O)[nH]c1=O	9
OCC1CCCN(c2ncnc3scc(-c4ccccc4)c23)C1 (stereo not given)	25
CS(=O)(=O)c1ccc(Cl)c(NC(=O)COC(=O)CCN=C2NS(=O)(=O)c3ccccc32)c1	10
Cc1nc2nc(-c3cccnc3)[nH]n2c(=O)c1Cc1ccccc1	5
O=C(Nc1ccccc1)N1C[C@@H]2N[C@H](C1)C2c1ccc(-c2ccccc2F)cc1 (stereo not given in full)	31&-12[25 µM]
C[C@@H]1CN([C@H](C)CO)C(=O)c2c(c3ccccc3n2C)-c2ccccc2CO[C@H]1CN(C)S(=O)(=O)c1ccc([N+](=O)[O-])cc1	37[25 µM]
C[C@H]1CN([C@@H](C)CO)C(=O)c2ccccc2-c2ccccc2CO[C@@H]1CN(C)Cc1ccc(Cl)c(Cl)c1	9[25 µM]
C[C@@H]1CN([C@@H](C)CO)C(=O)c2cc(NS(C)(=O)=O)ccc2O[C@@H]1CN(C)Cc1ccc2c(c1)OCO2	1
O=S1(=O)C=CC(c2ccccc2)C1 (stereo not given)	1
CCSC(=O)N=Nc1ccc(O)cc1	-3
O=C(O)CCCCCCNC(=O)c1cncc(O)c1	-5
CCC(C)NC(=O)c1cc(C)no1 (stereo not given)	-1
CCc1cnc(N2[C@@H](C#N)[C@H](c3ccc(C4=CCCCC4)cc3)[C@@H]2CO)s1	2[25 µM]

Another view of part of the listing above.
CCSC(=O)N=Nc1ccc(O)cc1
  CD40 NFkB inh: -3
CCc1cnc(N2[C@@H](C#N)[C@H](c3ccc(C4=CCCCC4)cc3)[C@@H]2CO)s1
  CD40 NFkB inh: 2[25 µM]

(listing goes on)
SMILES	CD40 NFkB inh
CN1c2ccc(Br)cc2[C@@H]2[C@@H](CCN2C(=O)Nc2cccc(F)c2)[C@H]1CO	-12[25 µM]
CC(OC(=O)c1cccc(S(=O)(=O)N2CCCCC2)c1)C(=O)NCC1CCCCC1 (stereo not given)	8
O=C1CC(c2ccccc2)NC(=O)N1 (stereo not given)	7
O=C(COC(=O)/C=C/c1ccc2c(c1)OCO2)Nc1ccccc1	-9
COC(=O)CC1COc2ccccc2N1C(=O)c1ccc(OC)cc1 (stereo not given)	23
COc1cccc(-c2ccc(C3[C@@H]4CN(S(=O)(=O)c5cn(C)cn5)C[C@H]3N4)cc2)c1 (stereo not given in full)	-12&12[25 µM]
Oc1c(Br)cc(Br)cc1/C=N/c1nccs1	0
Cc1ccc(O)c(C(=O)c2cnc3c(c2)c(C)nn3-c2ccccc2)c1	8
Cc1c(C(=O)N2CCOCC2)oc2c1C(=O)CC(C)(C)C2	1
CO[C@H]1CN(C)C(=O)c2ccc(NC(=O)Nc3cccc(Cl)c3)cc2OC[C@H](C)N(C(=O)Nc2c(C)noc2C)C[C@@H]1C	-7
O=C(Nc1cccc2ccccc12)NC1CC1	6
C/C=C/c1ccc(OCCCCN2CC(C)CC(C)C2)c(OC)c1 (stereo not given)	11
CN(C)/N=C1\CCS(=O)(=O)c2sccc21	-5
COC(=O)c1ccc(S(=O)(=O)N2Cc3ccccc3C2)cc1	1
N#C[C@@H]1[C@H](c2ccccc2-c2ccccc2)[C@@H](CO)N1C(=O)NC1CCCCC1	-5
Cc1ccc(Cl)c(OCC(=O)OCC(=O)NC2CCCc3ccccc32)c1 (stereo not given)	17
O=C(COC(=O)c1ccc([N+](=O)[O-])o1)NCc1ccccc1	3
CCOC(=O)c1sc(NC(C)=O)nc1C	10
O=C(NC1CCCCNC1=O)c1ccco1 (stereo not given)	10
Cn1c(CNC(=O)c2ccc(F)cc2)nc2ccccc21	2
CO[C@@H]1CN(C)C(=O)c2ccc(NC(C)=O)cc2OC[C@@H](C)N(Cc2cccc(F)c2)C[C@@H]1C	-7[25 µM]
CC(C)Cc1nnc(NC(=O)c2cc3c(s2)CCC3)s1	-36
CCOC(=O)c1sc(C)c2c(=O)n(CC)nnc12	7
CN(Cc1cccs1)C(=O)c1ccc(S(=O)(=O)NCc2ccco2)cc1	5
N#CC(C#N)=C1c2cc(S(N)(=O)=O)ccc2-c2ccc(S(N)(=O)=O)cc21	9
CCCCNC(=S)NNC(=O)c1c(C)nc2ccccn12	27
CC(=O)CSc1ncnc2c1cnn2-c1ccccc1	-50
CCCCn1c(N)c(N(CC(C)C)C(=O)c2c(CC)noc2C)c(=O)[nH]c1=O	7
O=C1CCC(=O)N[C@H](c2ccc(F)cc2)C/C=C\C[C@@H](c2ccc(F)cc2)N1	-7[25 µM]
CCCCNc1nc2ccccc2n1CC(=O)N1CCc2ccccc2C1	19
O=[N+]([O-])c1cc(Br)c2nsnc2c1N1CCOCC1	6
Cc1cc(Oc2ccccc2)nc(OCC#N)n1	6
Cc1ccc(S(=O)(=O)NCCC(=O)NCCCSc2ccccc2)cc1	12
CNC[C@H]1Oc2ccc(NC(=O)NC(C)C)cc2C(=O)N(C)C[C@@H]1C	9
C[C@H](NC(=O)c1cc2cc(Cl)ccc2n1C)C(=O)N[C@@H](C(=O)O)c1ccccc1	1
CCN(CC(=O)Nc1ccc2c(c1)OCCO2)C(=O)c1ccc(C(F)(F)F)cc1	-71
